High-throughput results: PubChem, several laboratories
IMP-1 inhibitor: blocks Pseudomonas aeruginosa IMP-1 metallo-beta-lactamase. inhibition, % at 5.6 µM. purified IMP-1, nitrocefin hydrolysis, epi-absorbance fluorescence. 290,000 compounds, 0.45% hits;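 active means inhibition above the mean plus 3 SD of all compounds in the same screening run, cut at about 4.5% in these data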;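 further: 0% = IMP-1 with DMSO and 100% = DMSO wells lacking enzyme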
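Material – recombinant IMP-1 enzyme, purified · Amount – IMP-1 0.2 nM before substrate addition · Medium – HEPES buffer pH 7.1 with ZnSO4 and Brij 35 · Timing – 25 °C, 15 min preincubation, 25 min reaction · Measured by – plate fluorescence quenching by hydrolysis product, ex 480/em 530 nm · Read-out – percent enzyme inhibition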
DNA FID counter: counter-screen for HCV NS3 helicase inhibitors: DNA intercalator displacement; AID 1845; DNA fluorescent intercalator displacement, fluorescence; 290,000 compounds, 0.17% hits; inhibition, % at 7.9 µM; in the data active means inhibition above about 37%;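 further: 0% = vehicle and 100% = reference compound; higher means more ethidium bromide displaced from hairpin DNA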
VIM-2 inh: blocks Pseudomonas aeruginosa VIM-2 metallo-beta-lactamase; 290,000 compounds, 0.89% hits; purified VIM-2, nitrocefin hydrolysis, epi-absorbance fluorescence; inhibition, % at 5.6 µM; AID 1527;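 active means inhibition above the mean of all tested compounds plus 3 SD, cutoff set per screening run, cut at about 7.5% in these data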;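 further: red hydrolysis product quenches plate fluorescence so inhibitors raise well fluorescence; 0% = enzyme with DMSO and 100% = DMSO without enzyme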
IDE cell inh: inhibits human insulin-degrading enzyme in HEK cells; P14735; FAbetaB cleavage, fluorescence polarization; inhibition, % at 5.59 µM; 320,000 compounds, 0.41% hits; AID 434962;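 active means percent inhibition above the average of all tested compounds plus 3 SD, set per screening campaign, cut at about 16% in these data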;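 further: IDE supplied by intact live HEK cells; FP after avidin binding of uncleaved biotin substrate so inhibition keeps polarization high; 0% = DMSO wells and 100% = 60 µM reference IDE inhibitor Ii1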
NS3 helicase inh: HCV NS3 helicase inhibition; inhibition, % at 10.9 µM; 290,000 compounds, 0.56% hits; NS3 helicase DNA unwinding, Cy5 molecular beacon fluorescence;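 active means inhibition above the mean of all tested compounds plus 3 SD, set per campaign, cut at about 35% in these data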;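 further: 0% = DMSO wells and 100% = thioflavine S control wells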
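Test system: hepatitis C virus NS3 helicase domain fragment enzyme. Also added: annealed dual-labelled DNA beacon duplex, ATP-started. Timing: 60 min unwinding reaction at 25 °C after ATP addition. Technique: Cy5 fluorescence. Measure: % inhibition of unwinding.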
PfM18AAP inh: blocks P. falciparum M18 aspartyl aminopeptidase; recombinant PfM18AAP, H-Glu-NHMec fluorogenic cleavage; inhibition, % at 7.35 µM; 290,000 compounds, 1.2% hits;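 active means inhibition above the campaign mean inhibition over all tested compounds plus 3 SD, cut at about 28% in these data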;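 further: 0% = plate median of test compound wells and 100% = 2 mM ZnCl2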
IDE cell activ: IDE (human) activation, cell-based; 340,000 compounds, 0.073% hits; activation, % at 5.96 µM; HEK cells, FAbeta-B cleavage, fluorescence polarization; 0% vehicle, 100% cell-free pure enzyme wells; AID 493087;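 active means activation above the mean of all tested compounds plus 3 SD, set per screening campaign, cut at about 17% in these data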
pCIP destab: p/CIP protein destabilization | 290,000 compounds, 0.01% hits | decrease of EGFP signal, % at 10 µM | F442A p/CIP-EGFP cells, EGFP fluorescence, 16 h | Q05BA5;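 active means EGFP signal decrease of at least 30% at 10 µM or well 3 SD below plate mean, unless failing retest; inactive means the rest, including hits failing retest or dose response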; further: some compounds called inactive have numbers as strong as hits; many of its hits are not listed in these tables
Target sequence (Q05BA5 1-1403): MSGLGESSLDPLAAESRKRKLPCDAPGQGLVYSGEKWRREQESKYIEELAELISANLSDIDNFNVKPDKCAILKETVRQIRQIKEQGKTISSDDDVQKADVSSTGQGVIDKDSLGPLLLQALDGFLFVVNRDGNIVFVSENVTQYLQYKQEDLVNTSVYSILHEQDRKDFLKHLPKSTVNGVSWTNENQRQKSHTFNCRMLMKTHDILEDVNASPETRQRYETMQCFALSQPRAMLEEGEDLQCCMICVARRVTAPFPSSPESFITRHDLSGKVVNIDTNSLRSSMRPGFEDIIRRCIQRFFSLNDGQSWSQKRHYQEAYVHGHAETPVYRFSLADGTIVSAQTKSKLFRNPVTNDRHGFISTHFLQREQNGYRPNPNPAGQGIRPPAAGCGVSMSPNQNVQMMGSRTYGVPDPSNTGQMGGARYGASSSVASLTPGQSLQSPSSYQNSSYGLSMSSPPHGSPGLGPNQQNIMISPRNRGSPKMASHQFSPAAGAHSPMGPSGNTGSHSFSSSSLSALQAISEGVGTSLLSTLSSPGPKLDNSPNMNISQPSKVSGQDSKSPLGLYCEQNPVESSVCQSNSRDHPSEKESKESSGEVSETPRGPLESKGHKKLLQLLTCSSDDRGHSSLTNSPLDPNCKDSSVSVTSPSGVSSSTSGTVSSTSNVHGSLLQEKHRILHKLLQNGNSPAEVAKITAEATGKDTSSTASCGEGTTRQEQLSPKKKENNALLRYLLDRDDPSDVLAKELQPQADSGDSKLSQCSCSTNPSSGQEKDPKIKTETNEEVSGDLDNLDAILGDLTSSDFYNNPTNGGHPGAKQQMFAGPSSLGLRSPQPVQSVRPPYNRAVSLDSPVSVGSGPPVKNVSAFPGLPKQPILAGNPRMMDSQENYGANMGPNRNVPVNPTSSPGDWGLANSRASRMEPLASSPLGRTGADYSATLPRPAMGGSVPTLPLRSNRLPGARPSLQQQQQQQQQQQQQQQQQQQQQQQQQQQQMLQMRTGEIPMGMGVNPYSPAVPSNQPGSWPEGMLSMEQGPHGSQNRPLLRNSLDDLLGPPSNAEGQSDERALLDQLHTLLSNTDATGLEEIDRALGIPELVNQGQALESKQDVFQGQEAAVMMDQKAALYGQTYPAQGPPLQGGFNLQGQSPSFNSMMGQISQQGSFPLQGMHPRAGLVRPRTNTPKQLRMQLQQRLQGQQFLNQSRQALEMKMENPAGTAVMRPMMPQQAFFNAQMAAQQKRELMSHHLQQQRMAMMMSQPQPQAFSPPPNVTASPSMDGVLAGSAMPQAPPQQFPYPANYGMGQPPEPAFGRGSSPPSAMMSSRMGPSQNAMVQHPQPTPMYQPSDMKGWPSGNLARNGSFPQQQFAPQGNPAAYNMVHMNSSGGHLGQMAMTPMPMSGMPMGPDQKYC
SUMO HTRF inh: SUMOylation inhibition; P63279; HTRF SUMOylation assay, SAE1/SAE2 + UBC9, in vitro; inhibition, % at 35 µM; 290,000 compounds, 0.36% hits; AID 2006; in the data active means inhibition above about 50%, passing the limit was not always enough; further: strong numbers were not always called active
Active calls of the source: *.

What do the screens show for `COc1ccc(CCNC(=O)CCC(=O)n2ncc3ccc(Cl)cc32)cc1OC`?
IMP-1 inhibitor: -2.7; DNA FID counter: -2; VIM-2 inh: -2.8; IDE cell inh: -1; NS3 helicase inh: -3; PfM18AAP inh: 1; IDE cell activ: 4; pCIP destab: -5; SUMO HTRF inh: 4

How did CCn1nc(NC(=O)c2ccncc2)c2cc3ccccc3nc21 do in these assays?
IMP-1 inhibitor: -1.9; DNA FID counter: -17; VIM-2 inh: 2.5; IDE cell inh: -2; NS3 helicase inh: -5; PfM18AAP inh: 6; IDE cell activ: 1; pCIP destab: 3; SUMO HTRF inh: 22

Results for COC(=O)c1ccc(N2C(=O)c3cc(N4CCOCC4)c([N+](=O)[O-])cc3C2=O)cc1 ?
IMP-1 inhibitor: -2.0; DNA FID counter: 0; VIM-2 inh: 0.2; IDE cell inh: -3; NS3 helicase inh: -5; PfM18AAP inh: -4; IDE cell activ: -2; pCIP destab: 0; SUMO HTRF inh: -10

Results for CCOc1ccc(C(=O)Nc2cccc3ncccc23)cc1Br ?
IMP-1 inhibitor: -0.7; DNA FID counter: -15; VIM-2 inh: -2.4; IDE cell inh: 2; NS3 helicase inh: -9; PfM18AAP inh: -2; IDE cell activ: -4; pCIP destab: -4; SUMO HTRF inh: 14

What do the screens show for `CC(C)N1CCC(N2CCN(CCCc3ccccc3)CC2CCO)CC1` (stereo not given)?
IMP-1 inhibitor: -0.4; DNA FID counter: 10; VIM-2 inh: -1.9; IDE cell inh: 5; NS3 helicase inh: 2; PfM18AAP inh: -5; IDE cell activ: -2; pCIP destab: -3; SUMO HTRF inh: 15

How did N#CC1=C(Nc2ccccc2Cl)SC(c2ccccc2O)NC1=O (stereo not given) do in these assays?
IMP-1 inhibitor: -0.9; DNA FID counter: 3; VIM-2 inh: -0.4; IDE cell inh: 3; NS3 helicase inh: 15; PfM18AAP inh: 14; IDE cell activ: -4; pCIP destab: -3; SUMO HTRF inh: 18

How did Cn1c(=O)[nH]c(=O)c2c1nc(N/N=C/C(Br)=C/c1ccccc1)n2CCO do in these assays?
IMP-1 inhibitor: -6.6; DNA FID counter: -9; VIM-2 inh: -2.1; IDE cell inh: -6; NS3 helicase inh: -6; PfM18AAP inh: 30*; IDE cell activ: 3; pCIP destab: -2; SUMO HTRF inh: 10

How did CN(c1ccccc1C(=O)O)S(=O)(=O)c1ccc2[nH]c(=O)[nH]c2c1 do in these assays?
IMP-1 inhibitor: -0.2; DNA FID counter: 1; VIM-2 inh: -1.6; NS3 helicase inh: 1; PfM18AAP inh: -15; IDE cell activ: 5; pCIP destab: 1; SUMO HTRF inh: 8

Results for COC(=O)c1cc(-c2ccc(NC(C)=O)cc2)nc2ccccc12 ?
IMP-1 inhibitor: -2.5; DNA FID counter: -10; VIM-2 inh: 0.2; IDE cell inh: 5; NS3 helicase inh: -8; PfM18AAP inh: 3; IDE cell activ: 2; pCIP destab: -5; SUMO HTRF inh: 13

Results for Cc1ccc2oc(=O)n(CCOc3ccccc3C)c2c1 ?
IMP-1 inhibitor: -2.6; DNA FID counter: -7; VIM-2 inh: -4.5; IDE cell inh: 5; NS3 helicase inh: 18; PfM18AAP inh: 2; IDE cell activ: 7; pCIP destab: -13; SUMO HTRF inh: -2

Results for COC(=O)c1ccccc1N1C(=O)[C@@H]2C(c3ccc(Br)cc3)=NO[C@@H]2C1=O ?
IMP-1 inhibitor: -3.4; DNA FID counter: -43; VIM-2 inh: -2.3; IDE cell inh: 4; NS3 helicase inh: 13; PfM18AAP inh: 3; IDE cell activ: -2; pCIP destab: 2; SUMO HTRF inh: -6

Results for Cc1ccc(CNC(=O)CCSCc2cccc(F)c2)cc1 ?
IMP-1 inhibitor: -3.4; DNA FID counter: -30; VIM-2 inh: -2.4; IDE cell inh: 6; NS3 helicase inh: 0; PfM18AAP inh: 5; IDE cell activ: 0; pCIP destab: -8; SUMO HTRF inh: -3

How did CNC(=O)CCN(Cc1ccco1)S(=O)(=O)c1ccc(OC)c(OC)c1 do in these assays?
IMP-1 inhibitor: -2.5; DNA FID counter: -6; VIM-2 inh: -0.6; IDE cell inh: 10; NS3 helicase inh: 20; PfM18AAP inh: 2; IDE cell activ: 8; pCIP destab: -24; SUMO HTRF inh: -1

Results for N#C/C(=C/c1ccc(Br)o1)C(N)=S ?
IMP-1 inhibitor: 0.5; DNA FID counter: -5; VIM-2 inh: -3.2; IDE cell inh: 2; NS3 helicase inh: 37*; PfM18AAP inh: 11; pCIP destab: -4; SUMO HTRF inh: 21

How did CCOC(=O)N1CCN(C(=O)C(NC(=O)c2ccco2)C(C)C)CC1 (stereo not given) do in these assays?
IMP-1 inhibitor: -2.8; DNA FID counter: -12; VIM-2 inh: -1.4; IDE cell inh: -1; NS3 helicase inh: -17; PfM18AAP inh: -6; IDE cell activ: 1; pCIP destab: -2; SUMO HTRF inh: 6

What do the screens show for `CCOC(=O)c1cc(C)[nH]c(=O)c1C#N`?
IMP-1 inhibitor: -1.6; DNA FID counter: -1; VIM-2 inh: -2.6; IDE cell inh: 4; NS3 helicase inh: 3; PfM18AAP inh: -4; IDE cell activ: 1; pCIP destab: 5; SUMO HTRF inh: 14

What do the screens show for `O=C1NC(c2cccc([N+](=O)[O-])c2)Oc2ccccc21` (stereo not given)?
IMP-1 inhibitor: -2.6; DNA FID counter: 0; VIM-2 inh: -3.2; IDE cell inh: -1; NS3 helicase inh: 13; PfM18AAP inh: 4; IDE cell activ: -8; pCIP destab: -2; SUMO HTRF inh: -12

Results for CCSc1nnc(NC(=O)C(C)C)s1 ?
IMP-1 inhibitor: -4.4; DNA FID counter: 1; VIM-2 inh: -1.0; IDE cell inh: 4; NS3 helicase inh: 5; PfM18AAP inh: -1; IDE cell activ: 6; pCIP destab: -6; SUMO HTRF inh: 20

Results for CCOc1ncccc1C(=O)OCC(=O)Nc1cc(S(=O)(=O)N(CC)CC)ccc1C ?
IMP-1 inhibitor: -1.8; DNA FID counter: -25; VIM-2 inh: 0.9; IDE cell inh: 4; NS3 helicase inh: -8; PfM18AAP inh: -6; IDE cell activ: 1; pCIP destab: 7; SUMO HTRF inh: 0

Results for CCCN(CCC)CCCNC(=O)c1cn(C)c2ccc(S(=O)(=O)N(C)C3CCCCC3)cc2c1=O ?
IMP-1 inhibitor: -4.2; DNA FID counter: 35; VIM-2 inh: 0.1; IDE cell inh: -4; NS3 helicase inh: -33; PfM18AAP inh: -6; IDE cell activ: 1; pCIP destab: -4; SUMO HTRF inh: 14

How did COc1cc(C2Nc3ccccc3C(=O)N2c2ccc3c(c2)OCCO3)ccc1OCC(C)C (stereo not given) do in these assays?
IMP-1 inhibitor: -4.1; DNA FID counter: -3; VIM-2 inh: -3.7; IDE cell inh: 0; NS3 helicase inh: 1; PfM18AAP inh: 7; IDE cell activ: 4; pCIP destab: -7; SUMO HTRF inh: 14

What do the screens show for `CCOC(=O)c1cnc2c(c(C)nn2C)c1Oc1ccccc1F`?
IMP-1 inhibitor: -0.2; DNA FID counter: -27; VIM-2 inh: -2.8; IDE cell inh: 0; NS3 helicase inh: 10; PfM18AAP inh: 0; IDE cell activ: 4; pCIP destab: -5; SUMO HTRF inh: 1

How did Cc1ccc(-c2nc3ccc(C(=O)O)cc3nc2-c2ccc(C)cc2)cc1 do in these assays?
IMP-1 inhibitor: -3.0; DNA FID counter: -17; VIM-2 inh: -2.9; IDE cell inh: -3; NS3 helicase inh: 23; PfM18AAP inh: 7; IDE cell activ: 2; pCIP destab: -5; SUMO HTRF inh: 26

What do the screens show for `CC1(C)CC(=O)c2c(-c3cccs3)n[nH]c2C1`?
IMP-1 inhibitor: -6.8; DNA FID counter: -3; VIM-2 inh: -4.6; IDE cell inh: 5; NS3 helicase inh: 4; PfM18AAP inh: -2; IDE cell activ: -6; pCIP destab: 0; SUMO HTRF inh: 2

What do the screens show for `CCN(CC)c1ccc(-c2nn3c(-c4cccnc4)nnc3s2)cc1`?
IMP-1 inhibitor: -1.1; DNA FID counter: -5; VIM-2 inh: -4.5; NS3 helicase inh: 2; PfM18AAP inh: 0; IDE cell activ: 3; pCIP destab: 5; SUMO HTRF inh: -6

What do the screens show for `CN(C)c1cccc(N=C2C=C(N3CCOCC3)CC(C)(C)C2)c1`?
IMP-1 inhibitor: -2.2; DNA FID counter: 3; VIM-2 inh: 1.6; IDE cell inh: 2; NS3 helicase inh: -7; PfM18AAP inh: 1; IDE cell activ: -4; pCIP destab: -9; SUMO HTRF inh: 10

How did CN(c1ccccc1)S(=O)(=O)c1cccc(NC(=O)CN2CCc3ccccc3C2)c1 do in these assays?
IMP-1 inhibitor: -1.3; DNA FID counter: -10; VIM-2 inh: -1.0; IDE cell inh: 3; NS3 helicase inh: -16; PfM18AAP inh: 4; IDE cell activ: 6; pCIP destab: -4; SUMO HTRF inh: -6

What do the screens show for `O=C(O)c1ccc(-c2ccc(/C=N/Nc3ccc([N+](=O)[O-])cc3)o2)cc1`?
IMP-1 inhibitor: -2.9; DNA FID counter: -12; VIM-2 inh: -1.5; IDE cell inh: 21*; NS3 helicase inh: 11; PfM18AAP inh: 11; IDE cell activ: -33; pCIP destab: -94; SUMO HTRF inh: 26

Results for Clc1nc2nc3n(c2nc1Cl)CCC3 ?
IMP-1 inhibitor: -1.7; DNA FID counter: 0; VIM-2 inh: 1.7; IDE cell inh: -2; NS3 helicase inh: -1; PfM18AAP inh: -1; IDE cell activ: 2; pCIP destab: 3; SUMO HTRF inh: 11

How did CCOC(=O)N1CCN(C(=O)Nc2ccc3nc(C)c(C)nc3c2)CC1 do in these assays?
IMP-1 inhibitor: -2.6; DNA FID counter: -15; VIM-2 inh: -1.9; IDE cell inh: 2; NS3 helicase inh: -2; PfM18AAP inh: 4; IDE cell activ: 5; pCIP destab: -15; SUMO HTRF inh: 29

Results for CC(Oc1cccc(Cl)c1)C(=O)Nc1ccc([N+](=O)[O-])cn1 (stereo not given) ?
IMP-1 inhibitor: -3.0; DNA FID counter: 2; VIM-2 inh: 0.3; IDE cell inh: 3; NS3 helicase inh: 0; PfM18AAP inh: -5; IDE cell activ: 5; pCIP destab: -8; SUMO HTRF inh: 2

What do the screens show for `COC(=O)c1ccc(CSc2ncnc3c2sc2nc(N4CCOCC4)c4c(c23)CCCC4)o1`?
IMP-1 inhibitor: -1.4; DNA FID counter: -7; VIM-2 inh: -1.6; IDE cell inh: 0; NS3 helicase inh: 8; PfM18AAP inh: 3; IDE cell activ: 2
